# Screens deposited in PubChem BioAssay by Fisher Drug Discovery Resource Center.
# mcGAS lum = mouse cGAS inhibition by luminescence | recombinant cGAS, Kinase-Glo ATP depletion luminescence | inhibition, % at 12.5 µM | 160,000 compounds, 0.15% hits | AID 1259399;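 further: 0% = negative control wells and 100% = reference inhibitor with no enzyme activity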
# NPYLR7 agonist = mosquito NPYLR7 agonism. HEK293T NPYLR7/Galpha15, GCaMP6s calcium fluorescence. activation, % at 10 µM. 270,000 compounds, 0.15% hits; in the data active means activation above about 40%;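 further: 0% = vehicle and 100% = reference agonist at the receptor; some compounds past the cut are filed as inactive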
# hcGAS inh = human cGAS inhibition. inhibition, % at 12.5 µM. AID 1259398. recombinant h-cGAS, ATP depletion, Kinase-Glo luminescence. 290,000 compounds, 0.081% hits;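 further: 0% = vehicle reaction and 100% = reaction without DNA for no activity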
# Target sequence (Q8N884 whole entry, looked up): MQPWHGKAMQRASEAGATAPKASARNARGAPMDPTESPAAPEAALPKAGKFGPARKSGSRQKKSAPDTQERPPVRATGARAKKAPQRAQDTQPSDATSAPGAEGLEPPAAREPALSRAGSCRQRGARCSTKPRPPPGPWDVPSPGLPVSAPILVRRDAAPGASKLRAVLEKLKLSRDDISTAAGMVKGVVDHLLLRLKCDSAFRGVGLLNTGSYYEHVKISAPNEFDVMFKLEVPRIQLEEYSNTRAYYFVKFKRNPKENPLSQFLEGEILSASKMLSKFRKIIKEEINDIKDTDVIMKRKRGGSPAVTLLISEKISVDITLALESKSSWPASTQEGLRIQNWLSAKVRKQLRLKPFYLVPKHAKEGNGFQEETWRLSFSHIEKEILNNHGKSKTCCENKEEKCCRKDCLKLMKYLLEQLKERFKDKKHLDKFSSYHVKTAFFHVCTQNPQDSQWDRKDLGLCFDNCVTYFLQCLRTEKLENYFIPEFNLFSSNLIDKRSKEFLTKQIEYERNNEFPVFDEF
# Numbers without * were called inactive; . = no result given; & = joins results of further samples. Unless noted, no stated cut-off is given here; in the data, active means inhibition above about 40%; inactive means the rest.
mol	mcGAS lum	NPYLR7 agonist	hcGAS inh
Cc1ccsc1CN(C(=O)c1cccs1)C1CCS(=O)(=O)C1 (stereo not drawn)	-5	5	-9
COc1ccccc1N1CCN(Cc2cc(=O)c(OCC#N)co2)CC1	1	0	-1
CSc1nccc(N2CCCC(CCc3ccccc3)(C(=O)O)C2)n1 (stereo not drawn)	-7	0	-3
CC(NC(=O)N(C)C1CC1)c1ccc(Oc2cccnc2)c(F)c1 (stereo not drawn)	-9	6	-8
COc1cc(NCCC(=O)N2CCN(C(C)C)CC2)ncn1	-17	6	-6
CC(C)CN(CC(C)C)C(=O)Cn1cnc2sc3c(c2c1=O)CCCC3	.	-2	-7
Cc1ccc(Nc2cc(C)nc(N3CCN(C(=O)CCC4CCCCC4)CC3)n2)cc1	.	7	-1
COC(=O)c1ccc(Cn2cnc3c(nnn3-c3ccc(Cl)cc3)c2=O)o1	-8	-8	-3
O=C(NN1CCCCC1)C1CCN(C(=O)c2cccc3ccccc23)CC1	.	0	-17
CNC(=O)C1CCCN(c2c(C#N)cnc3c(C)cc(F)cc23)C1 (stereo not drawn)	.	5&7	1&8
Cc1ccc(S(=O)(=O)N2CCN(C(=O)c3ccc(Br)s3)CC2)cc1C	-12	0	-4
Cc1cc2nc3c(=O)[nH]c(=O)nc-3n(CC(O)C(O)C(O)CO)c2cc1C (stereo not drawn)	.	173*	0
OC(c1ccc(Oc2ccccc2)cc1)c1nnc(NCCc2ccccc2)s1 (stereo not drawn)	-6	3	-2
O=C(O)c1ccc(S(=O)(=O)c2ccc3c(c2)C(=O)N(N2C(=O)c4ccccc4C2=O)C3=O)cc1	-5	0	-1
CC(C)Oc1cccc(NC(=O)C2(C)CCN2C(=O)C(C)C)c1 (stereo not drawn)	-6	1	-13
Cn1cnnc1C1CCCN(C(=O)c2cc(COc3ccc(F)c(F)c3)on2)C1 (stereo not drawn)	-4	6&-3	-5&-11
Cc1cccc(CN2CCC(CN)C2)n1 (stereo not drawn)	.	0	-2
Cc1c(Cl)cccc1NC(=O)CC(=O)NCCc1ccccn1	-17	15	-3
COCCn1cc(C(=O)NCCc2cccc(Cl)c2)c(=O)c(C(=O)N2CCCCCCC2)c1	-24	13	-8
O=C(CSc1ccccc1F)NC(=O)C1CCCCC1	.	8	-5
CC(=O)c1cc(CC(=O)N2CCC(N3CCC(C(=O)NC4CC4)CC3)CC2)cs1	.	12	-5&-12
Nc1cc(C(=O)N2CCN(C3CCCCC3)C(=O)C2)ccn1	.	3	-1
COCCN1C(=O)COCc2ccc(-c3cccnc3)cc21	.	6	-6
Cc1ccc2nc(-c3cc(Cl)ccc3N)c(=O)[nH]c2c1	.	0	-2
O=C(c1cc(-c2ccccc2F)nc2cc(-c3ccccc3)nn12)N1CCCC1	-8	13	-7
Cc1ccccc1Nc1nc(-c2cnc(N3CCN(C)CC3)nc2C)cc(=O)[nH]1	.	4	-6
Nc1cccc(Cn2cccnc2=O)c1	.	10	-6
CCc1ccc(C(=O)N2CCN(C(C(=O)NCCOC)C3CCCC3)CC2)cc1 (stereo not drawn)	-6	-8	-4
C=CCn1cc(CNC(C)c2nc(-c3ccccc3C)no2)c(C)n1 (stereo not drawn)	-8	-3	-9
Clc1ccc(CNCc2cn[nH]c2-c2ccc(-c3ccccc3)cc2)s1	-12&-2	6&-2	-7&2
COC(=O)CC1CC(C)(C)NC(C)(C)C1	-4	.	-9
CCOC(=O)CCNC(=O)N1CCCC(N2CCN(Cc3ccc4c(c3)OCO4)CC2)C1 (stereo not drawn)	-6	0&3	-3&2
COc1cccc(CC2CN(C(=O)c3c(C)[nH]c4c3C(=O)CCC4)CCO2)c1 (stereo not drawn)	-3	-1	5
CC1(C)CC(=O)C=C(Nc2sc3c(c2C(N)=O)CCCC3)C1	.	-8	-6
COc1cc(C2=N/C(=C\c3ccccc3)C(=O)O2)cc(OC)c1OC	-5	1	-2
CCc1[nH]c2ccc(CNS(C)(=O)=O)cc2c1C	.	15	-1
CCOc1ncccc1CN1CCCC(C(=O)N2CCC(O)(Cc3ccccc3)CC2)C1 (stereo not drawn)	-4	-4	-3
Cc1ccc(C)c2[nH]c(=O)c(CCNC(=O)c3ccccc3C(F)(F)F)cc12	-1	3	5
O=C(CN1CCCCCCC1)N1CCN(S(=O)(=O)c2ccc3c(c2)OCCCO3)CC1	.	4	-6
COc1cccc(CNC(=O)C2CCN(C(=O)CCNC(=O)Nc3ccc(OC(F)F)cc3)CC2)c1	-4	18	0
NC(=O)c1cccc(COC(=O)c2ccc3ccc(Cl)cc3n2)c1	.	1	-5
CC(C)c1nc2cc(C(=O)N(C)CCc3nc4ccccc4[nH]3)ccc2o1	.	5	-11
CCC(CC)N(C)C(=O)c1sc(C(C)(C)C)nc1C	.	6	-12
COc1cccc(-c2cccc(NC(=O)C3CCN(Cc4ccc(C)s4)CC3)c2)c1	.	-3	5
CC1CCN(c2ccc(NC(=O)c3ccc(-c4ccccc4)cc3)cc2C(=O)NC(C)C)CC1	-5	-10	-9
Cc1ccc2c(c1)C(O)CC(C)N2N=O (stereo not drawn)	.	0	1
COc1cc(CSc2c(C)cnc3c2c(=O)n(C)c(=O)n3C)cc(OC)c1	-8	6	-6
CC1CCCCN1c1onc(-c2ccccc2)c1CN(CCN(C)C)C(=O)c1ccc(F)cc1 (stereo not drawn)	0	-3	0

# The list continues:
structure	mcGAS lum	NPYLR7 agonist	hcGAS inh
CCC(C)NC(=O)Cc1csc(NC(=O)CN(C(=O)C2CCCCC2)C2CC2)n1 (stereo not drawn)	-6	-8	-9
Cc1cc(C)c(NC(=O)Cn2nc(C)c(S(=O)(=O)N3CCC(C)CC3)c2C)c(Cl)c1	-8	7	-8
CC(=O)N1CCC[C@H]1c1n[nH]c(Cc2ccccc2)n1	-11	20	-4
C1CCC2(CC1)CCNCC2	.	-4	-1
Cc1[nH]nc2ncc(Br)cc12	.	3	-6
CN(Cc1cc2cc(F)ccc2[nH]1)C(=O)c1ccccc1C1CCNC1 (stereo not drawn)	.	6	3
Cc1nn(Cc2ccc(Cl)cc2)c2sc(C(=O)N3CCNC(=O)C3)cc12	.	7	-5
COCc1cccc(C(=O)N2CCN(C(C)C(F)(F)F)CC2)c1 (stereo not drawn)	.	4	-16
CCCCCOc1ccc(C(=O)N2CCC3(CC2)OCCO3)cc1OCCCCC	1	-7	-2
Nc1c(Cl)ccc2c1C(=O)c1ccccc1C2=O	-4	3	-5
CC(C)c1nnc(CCC(=O)N2CC(C)(C)Sc3ccccc32)o1	-14	2	-8
CCCc1nc(CN(CC)Cc2ccoc2)no1	.	-1	-2
Cn1cc(-c2noc(-c3n[nH]c(=O)c4ccccc34)n2)cn1	-17	14	-7
CCn1c(CC2CCNCC2)nn(CCCn2cccn2)c1=O	.	2	-4
CN1CC2(CCN(C(=O)CCC(=O)c3ccc(F)cc3)C2)OC1=O (stereo not drawn)	.	4	-4
Cc1ccc2nc(NC(=O)/C=C/c3ccc([N+](=O)[O-])cc3)sc2c1	-7	1	-8
COc1cccc(NC(=O)NCC2CCCN(C3CCOCC3)C2)c1 (stereo not drawn)	.	3	-5
N#Cc1ccc(-c2ccc3c(n2)C(=O)N(CC(=O)N[C@H](CO)c2ccccc2)C3)cc1	-6	-1	-6
CC(C)CCNC(=O)c1cn(C)cc2c(=O)n(-c3ccccc3)nc1-2	-5	11	0
CCCCS(=O)(=O)N1CCCN(c2nc(Cc3ccc(C)cc3)nc3onc(-c4cccnc4)c23)CC1	-6	20	-3

# Exported with values under each structure: part of the list above
# Every second line gives: mcGAS lum | NPYLR7 agonist | hcGAS inh
> Cc1ccc2nc(NC(=O)/C=C/c3ccc([N+](=O)[O-])cc3)sc2c1
    -7 | 1 | -8
> COc1cccc(NC(=O)NCC2CCCN(C3CCOCC3)C2)c1 (stereo not drawn)
    . | 3 | -5
> N#Cc1ccc(-c2ccc3c(n2)C(=O)N(CC(=O)N[C@H](CO)c2ccccc2)C3)cc1
    -6 | -1 | -6
> CC(C)CCNC(=O)c1cn(C)cc2c(=O)n(-c3ccccc3)nc1-2
    -5 | 11 | 0
> CCCCS(=O)(=O)N1CCCN(c2nc(Cc3ccc(C)cc3)nc3onc(-c4cccnc4)c23)CC1
    -6 | 20 | -3

# Remaining list, next part.
structure	mcGAS lum	NPYLR7 agonist	hcGAS inh
Cc1ccc(C)c(Cc2c(C)nc(C)nc2N2CCN(C(=O)c3ccc4c(c3)OCO4)CC2)c1	-6	2	-1
c1ccc(-c2csc(=NC3CCCCC3)n2N=C2CCCC2)cc1	.	-6	3
O=C(O)CCn1ccc2c(nnc3ccnn32)c1=O	.	27	-8
CC(C)(C)OC(=O)N1CCc2[nH]c(=O)c(S(C)(=O)=O)cc2C1	-17	13	-8
COc1ccc(C2c3ccsc3CCN2CC(=O)N2CCN(C(=O)c3ccc(F)cc3)C(C)C2)cc1 (stereo not drawn)	1	-2	2
CCOc1ccc(-c2ccnc(N3CCN(S(=O)(=O)c4c(C)cc(OC)c(C)c4C)CC3)n2)cc1	-6	12	-4
O=C(Cn1nc2c(c1NC(=O)CSc1ccncc1)CSC2)NCC1CCCO1 (stereo not drawn)	-6	-4	-4
Cc1cccc(-n2nc3c(c2NC(=O)c2ccc(N4C(=O)CCC4=O)cc2)CSC3)c1	-2	-2	-2
Cc1ccccc1Cn1cc(C(=O)NCCc2cccc(C(F)(F)F)c2)nn1	-5	10	0
CC(NS(=O)(=O)NCc1ccccc1)c1nc2c(s1)CCCC2 (stereo not drawn)	.	1	-6
COC(=O)C1=C(C)N=c2s/c(=C/c3ccc(Cl)c(Cl)c3)c(=O)n2C1c1ccccc1 (stereo not drawn)	-7	1	-1
COC(=O)[C@@H]1C[C@H](NC(=O)CCN2Cc3ccccc3C2=O)CN1C	.	-3	4
CCOc1ccc(S(=O)(=O)Nc2cccc(C)n2)cc1C(C)(C)C	-4	4	-2
COc1cc(/C=C2\C(=O)N(C(c3ccccc3)c3ccccc3)C(=S)N2C)cc2c1OCO2	-8	24	-5
Cc1cccc(Nc2nnc(SC3CCOC3=O)s2)c1C (stereo not drawn)	.	1	-10
CC(C)Cn1c(CN2CCCCC2C)nc2c1c(=O)n(C)c(=O)n2C (stereo not drawn)	-8	4	-5
Nc1ccc(S(=O)(=O)c2ccccc2N)cc1	.	3	-7
CCOC(=O)C1(C/C=C/c2ccccc2)CCCN(C(=O)CN2CCCC2=O)C1 (stereo not drawn)	.	3	-9
CC(=C(C#N)P(=O)(c1ccccc1)c1ccccc1)N1CCOCC1	.	-4	-12
CCC(C)NC(=O)c1c(N)n(/N=C\c2ccc(O)c(O)c2)c2nc3ccccc3nc12 (stereo not drawn)	-8	9	-4
CCCCOc1cc(C(=O)NCCN(CC)CC)c2ccccc2n1	-4	-1&-6&-1	1&-3&2
c1ccc2oc(C3CCCN(Cc4cn[nH]c4-c4ccc5c(c4)OCO5)C3)nc2c1 (stereo not drawn)	.	22	-13
C=CCn1c(SCC(=O)c2cccc(Cl)c2)nnc1-c1ccoc1C	.	-7	-4
O=C1CN(C(=S)Nc2cc(F)cc(F)c2)CC2c3cccc(F)c3CCN12 (stereo not drawn)	1	0	-4
CC(CCO)CNC(=O)NC1CC1c1ccccc1Br (stereo not drawn)	.	16	-4
C=CCOc1cccc2c1cc(C(=O)Nc1ccc(C)cc1)n2CC	-5	.	-6
CC(=O)N(c1ccc(C)c(C)c1)c1nc(/C=C2\SC(=S)NC2=O)cs1	-7	14	-6
CCOC(=O)Cn1c(=O)c2c(nc3n(-c4ccccc4)c(C)cn23)n(C)c1=O	.	15	-10
O=C(C1CCc2ccccc2O1)N(CCO)Cc1cccs1 (stereo not drawn)	.	-4	-5
CCN(CC)CCCNC(=O)c1c(O)nc2sccn2c1=O	-7	-1	-8
CC(=O)c1ccc(OCc2cc(C(=O)N(C)Cc3ccon3)no2)cc1	.	9	-2
CCOC(=O)CNc1c(-c2ccc(Cl)c(Cl)c2)nc2ccc(Br)cn12	-6	25	-5
COCCN1C(=O)CON=C1c1ncccc1C	.	3	-5
CC(C)NC(=S)NNc1c(Cl)cc(Cl)cc1Cl	.	7	-6
CCCn1c(SCc2cc(F)cc(F)c2)nc2cc(S(=O)(=O)N3CCOCC3)ccc21	-5	4	-4
Cc1ccc(NC(N)=Nc2nc(-c3ccccc3)cc(=O)[nH]2)c(C)c1	-7	0	-5
COc1cccc2c1N(C(=O)c1nn(C)c3ccccc3c1=O)CCC2	.	1	6
Cc1cc(Nc2ncnc3c2nnn3C)ccc1Br	.	10	-10
COc1ccc2sc(N(Cc3cccnc3)C(=O)C3CCCCC3)nc2c1	-9	-4	-7
CC(Cn1cnc2ccccc2c1=O)NCc1ccc2nsnc2c1 (stereo not drawn)	-11	11	-7
Cc1nn(CC(=O)N(C)CC(=O)Nc2ccc(Cl)cc2)c(C)c1[N+](=O)[O-]	.	-1	3
CSCCC(C(=O)O)N1C(=O)/C(=C/c2ccc(C)cc2)SC1=S (stereo not drawn)	29	-5	-1
CCOC(=O)Nc1ccc2c(c1)CCCN2S(=O)(=O)c1ccccc1	.	-1	4
CCOc1ccc(C(C2Sc3nc(C)nn3C2=O)N2CCN(c3ccccc3)CC2)cc1 (stereo not drawn)	-8	3	-1

# An unsorted share of the library; any-hit rate near 0.27%.
